# Peg3 promoter: Peg3 promoter-driven luciferase inhibitors, primary screen, cell-based, HeLa, luciferase luminescence. AID 588405, 2011. 360,000 tested, 1.7% active. HeLa PEG-Prom luciferase reporter, overnight. inhibition, % at 20 µM;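 active = inhibition of at least 50% at 20 µM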
# aDG glyco act: activators of alpha-DG glycosylation, primary screen, uHTS, Pro5-aDG cells, AlphaScreen | alpha-DG glycosylation AlphaScreen (IIH6); 0% Pro5, 100% B10-LARGE cell signal | 360,000 tested, 0.22% active | activation, % at 10 µM;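 active = activation of at least 8% versus controls, or a plate z-score of at least 8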;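 also: Pro5 are CHO cells carrying HIG-tagged alpha-DG that lacks glycosylation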
# PDI turbidity: inhibitors of human PDI, primary screen, biochemical, turbidity, single point, plate reader | PDI insulin aggregation turbidity, A650, 90 min | inhibition, % at 10 µM | 350,000 tested, 0.052% active | AID 588391, 2011;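 active = mean inhibition across replicates of 30% or more, whatever share of single replicates reach that level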;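 also: absorbance from insulin aggregation driven by PDI reduction with DTT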
# Target sequence (P07237 whole entry, looked up): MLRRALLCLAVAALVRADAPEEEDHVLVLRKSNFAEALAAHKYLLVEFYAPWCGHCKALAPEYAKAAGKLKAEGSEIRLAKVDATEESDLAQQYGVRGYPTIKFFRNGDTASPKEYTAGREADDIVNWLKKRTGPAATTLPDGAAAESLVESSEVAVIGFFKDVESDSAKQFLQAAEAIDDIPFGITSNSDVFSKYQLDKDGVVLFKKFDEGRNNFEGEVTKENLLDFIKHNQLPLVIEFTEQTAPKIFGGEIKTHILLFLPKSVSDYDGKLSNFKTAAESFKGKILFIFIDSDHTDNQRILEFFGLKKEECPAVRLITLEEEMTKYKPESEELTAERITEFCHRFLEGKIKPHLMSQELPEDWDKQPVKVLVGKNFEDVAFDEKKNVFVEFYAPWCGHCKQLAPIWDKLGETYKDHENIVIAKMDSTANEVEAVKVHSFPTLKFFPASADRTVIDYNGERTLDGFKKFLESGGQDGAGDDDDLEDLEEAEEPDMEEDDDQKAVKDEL
# hiPSC survival: enhancers of single-cell hiPSC survival, primary screen, ATPlite luminescence | 360,000 tested, 0.044% active | survival enhancement, % at 20 µM | 100% = ROCK inhibitor wells, 0% = DMSO; in the data active = survival enhancement above about 18%;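 also: cells exposed to compounds for 16 hours before the ATP read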
# CaV13 ICDI inh: Disruptors of the CACNA1D IQ motif to Ca2+-dependent inactivation inhibitor domain association, primary screening, Förster resonance energy transfer in intact living …. HEK cells, CFP/YFP FRET ICDI-IQ, plate reader, 10 min; percent FRET-ratio fall versus neutral wells. inhibition, % at 12.3 µM. 340,000 tested, 0.098% active;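 active = mean replicate inhibition of at least 30% and at least 1% of replicates passing that level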;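 also: 0% = median of the neutral control wells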
# Vif inh: HIV Vif self-association inhibitors, primary screen, imaging, HEK293T, single point | 340,000 tested, 0.35% active | HEK293T cells, Vif self-association by quenched fluorescence, 24 h | inhibition, % at 7.49 µM; in the data active = inhibition above about 50%, passing the limit was not always enough; also: some results filed as inactive read as strong as hits
# MITF TRPM1 inh: inhibitors of MITF-dependent TRPM1 promoter reporter, primary screen, cell-based, SK-MEL-5, single point, luciferase; 330,000 tested, 0.83% active; AID 488899, 2010; SK-MEL-5 TRPM1 promoter luciferase, 24 h; inhibition, % at 12.5 µM;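 active = mean inhibition across replicates of 60% or more, whatever share of single replicates reaches that level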; also: values of inactives mirror those of a sister screen read the other way
# HIF-2a inh: HIF-2a reporter inhibitors, primary screen, luminescence, 786-0 RCC cells. AID 624352, 2012. 786-0 RCC cells HIF-2a reporter, luciferase luminescence, overnight. 360,000 tested, 0.72% active. inhibition, % at 18.8 µM;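 active = inhibition of the luminescence signal of 40% or more relative to plate controls, in a single-dose primary screen at 18.75 µM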
# NR2E3 ag-1: NR2E3 agonists in two-hybrid cells, primary screen, cell-based, luminescence, CHO-S, Gal4-NCOR/VP16-NR2E3. Photoreceptor-specific nuclear receptor (Homo sapiens), Q9Y5X4. inhibition of corepressor binding, % at 3.98 µM. 360,000 tested, 0.35% active. luciferase. AID 602229, 2012;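 active = inhibition above the mean of all tested compounds plus 3 SD, cut at about 70% in these data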;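 also: 0% = DMSO with NR2E3 transfected cells and 100% = cells lacking NR2E3 construct; higher means lower luciferase signal from less NR2E3 corepressor binding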
# Target sequence (Q9Y5X4 whole entry, looked up, the tested form may be a part): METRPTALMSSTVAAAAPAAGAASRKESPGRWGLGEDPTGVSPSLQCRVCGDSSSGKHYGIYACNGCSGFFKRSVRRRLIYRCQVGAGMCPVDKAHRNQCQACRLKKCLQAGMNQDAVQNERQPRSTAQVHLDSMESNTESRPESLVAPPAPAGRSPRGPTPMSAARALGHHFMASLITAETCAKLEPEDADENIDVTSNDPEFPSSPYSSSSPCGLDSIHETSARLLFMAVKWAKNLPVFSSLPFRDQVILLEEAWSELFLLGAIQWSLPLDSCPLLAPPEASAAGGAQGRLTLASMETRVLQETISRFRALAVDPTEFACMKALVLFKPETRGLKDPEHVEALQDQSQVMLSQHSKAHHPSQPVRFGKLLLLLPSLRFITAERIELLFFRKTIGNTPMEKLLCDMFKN
# NR2E3 ag-2: inhibitors of NR2E3-RetCOR corepressor binding, primary screen, NR2E3 agonist project, biochemical, TR-FRET, GST-NR2E3, biotin-RetCOR; Photoreceptor-specific nuclear receptor (Homo sapiens), Q9Y5X4; AID 2300, 2010; 320,000 tested, 0.12% active; 1536-well; inhibition of corepressor binding, % at 4.78 µM;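 active = percent inhibition above the cutoff of mean plus 3 SD of all tested compounds, set per screening campaign, cut at about 20% in these data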;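 also: 0% = DMSO wells and 100% = biotin wells as full block of FRET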
#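 Material: NR2E3–RetCOR corepressor complex / Amount: 1.35 nM GST-NR2E3 / Medium: Tris pH 7.5 / Compound: single nominal compound dose of 4.8 µM / Incubation: 5 h at 4 °C / Technique: TR-FRET, Eu(K)-anti-GST donor, streptavidin-D2 acceptor, ex 340, em 617/671 nm / Read-out basis: percent loss of FRET ratio relative to control wells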
# Granule exo inh: LAMP-1 surface exposure blockers, TALL-104 cells – cell-based, flow cytometry, MLPCN library, primary screen. TALL-104 LAMP-1 surface exposure; cells stimulated with thapsigargin and PMA. inhibition, % at 10 µM. 360,000 tested, 0.66% active. AID 651702, 2012;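 active = inhibition above about 55%, limit read from the data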
# Active calls of the source: *; . = not tested or not shown. These rows are one share of the data; rates above refer to the full screens.
SMILES,Peg3 promoter,aDG glyco act,PDI turbidity,hiPSC survival,CaV13 ICDI inh,Vif inh,MITF TRPM1 inh,HIF-2a inh,NR2E3 ag-1,NR2E3 ag-2,Granule exo inh
CCN(C(=O)CN1CC=C(c2ccccc2)CC1)c1c(N)n(Cc2ccccc2)c(=O)[nH]c1=O,11,-0.1,3,-3.2,-1,-2,-4,5,16,-1,-3
CCCCCCn1c(N)c(C(=O)NCCN2CCOCC2)c2nc3ccccc3nc21,31,0.4,3,0.1,.,-10,1,22,-6,3,19
c1ccc(CCCN2CCN(CCOC(c3ccccc3)c3ccccc3)CC2)cc1,26,0.2,-5,-1.1,-4,-6,-23,-5,6,3,3
CC1CCCN(CC(=O)c2ccc(Cl)c(Cl)c2)C1 (stereo not given),-4,0.0,-3,1.0,-8,-1,2,0,-22,0,-6
CCN(c1ccc(C(O)(C(=O)OC)C(F)(F)F)cc1)S(=O)(=O)c1ccc(C)cc1 (stereo not given),0,0.2,7,-0.7,-3,-4,3,-4,-25,3,-4
CCOC(=O)[C@]12Cc3cc(OC)ccc3[C@H]1N(CC(=O)OC)C(=O)c1ccccc12,.,0.2,.,-0.5,-10,.,.,10,-15,.,0
COc1ccc(-n2nnnc2C(c2ccnc3ccccc23)N2CCC3(CC2)C(=O)NCN3c2ccccc2)cc1 (stereo not given),27,-0.3,.,1.0,-6,-1,.,26,-22,.,0
COC(=O)C1=C(c2ccc(F)cc2F)C[C@@H]2CC[C@H]1N2C(=O)NCCOc1ccc(OC)cc1,-6,-0.3,3,-4.8,.,11,-3,9,0,0,19
c1coc(CNCCc2c[nH]c3ccccc23)c1,-4,-0.1,1,0.8,-5,10,24,2,-19,2,7
C=CCn1c(O)c(/C=C/C=Nc2ccccc2)c(=O)[nH]c1=O,-2,-0.2,9,-1.5,-3,-4,-2,7,-4,-4,-3
CC(C)n1cc(C(=O)N(CC(=O)NC(C)(C)C)Cc2ccccc2)cn1,25,-0.2,-1,0.1,-5,.,12,24,-11,1,-2
C=CCCC[C@@H]1OC(=O)CNC(=O)C([C@@H](C)CC)NC(=O)[C@@H]2CCCN2C(=O)C([C@@H](C)CC)OC(=O)[C@H](Cc2ccccc2)N(C)C(=O)[C@H](C(C)C)NC(=O)C1(C)C (stereo not given in full),15,0.3,.,-2.8,-9,-5,.,82*,20,.,-7
O=C(O)COc1cc(Cl)c(Cl)cc1Cl,5,-0.2,-7,-1.4,-5,2,.,-1,-29,.,0
O=C1NC(=O)N(Cc2ccc(F)cc2)C(=O)/C1=C\c1ccoc1,10,0.0,-2,-0.3,-4,19,-3,12,13,2,30
CN(C)c1ccc2c(c1)N=C(c1ccco1)OP2(=S)N1CCOCC1 (stereo not given),-91,0.1,-4,0.0,.,0,-31,-204,-66,0,-2
CCc1ccc(CN2CCCC(C(=O)c3sccc3C)C2)o1 (stereo not given),4,0.0,-1,1.8,4,-2,7,19,-7,3,0
O=C1Nc2ccccc2Oc2ccccc21,8,0.0,-4,-1.2,-20,8,.,-3,-11,.,0
CC[N+](CC)(CC)CCCCCCCCCC[N+](CC)(CC)CC,9,-0.1,-6,4.9,-5,-6,-7,9,2,1,0
Cc1ccc(N=C(/N=C(\N)N[N+](=O)[O-])Nc2ccc(C)cc2)cc1,3,0.0,10,0.7,-2,-3,4,12,34,0,-7
O=[N+]([O-])NC1=NCN(Cc2ccco2)CN1Cc1ccco1,32,0.0,-3,-0.9,-4,2,0,17,25,-2,19
CC(=O)O[C@@H]1CC[C@]2(C)C3CC[C@@]4(C)C(C[C@@H](O)[C@@H]4O)C3[C@@H](OC(C)=O)C[C@H]2C1 (stereo not given in full),2,0.1,1,2.2,-6,-6,-5,3,4,.,-1
O=C1NC(=O)C(CCc2ccncc2)(c2ccccc2)C(=O)N1,6,-0.1,-1,-0.1,-4,6,-1,18,25,2,-2
CC(=O)O[C@H]1CC[C@]2(C)C3CC[C@@]4(C)C(C[C@@H](O)[C@@H]4O)C3[C@@H](OC(C)=O)C[C@H]2C1 (stereo not given in full),-5,0.2,2,-0.5,-11,-7,.,11,-8,.,2
Cc1ccccc1CN1CCCN(Cc2ccc(Cl)cc2)S1(=O)=O,13,0.1,-1,0.1,-17,0,0,12,-2,0,34
COC(=O)C1=C(c2ccc(OC)c(OC)c2)C[C@@H]2CC[C@H]1N2C(=O)NCc1ccc(F)cc1,8,0.0,2,1.0,-6,-2,-4,12,-1,0,2

# Given with two lines to a compound: part of the list above.
# Fields: Peg3 promoter, aDG glyco act, PDI turbidity, hiPSC survival, CaV13 ICDI inh, Vif inh, MITF TRPM1 inh, HIF-2a inh, NR2E3 ag-1, NR2E3 ag-2, Granule exo inh
CCc1ccc(CN2CCCC(C(=O)c3sccc3C)C2)o1 (stereo not given)
    4, 0.0, -1, 1.8, 4, -2, 7, 19, -7, 3, 0
O=C1Nc2ccccc2Oc2ccccc21
    8, 0.0, -4, -1.2, -20, 8, ., -3, -11, ., 0
CC[N+](CC)(CC)CCCCCCCCCC[N+](CC)(CC)CC
    9, -0.1, -6, 4.9, -5, -6, -7, 9, 2, 1, 0
Cc1ccc(N=C(/N=C(\N)N[N+](=O)[O-])Nc2ccc(C)cc2)cc1
    3, 0.0, 10, 0.7, -2, -3, 4, 12, 34, 0, -7
O=[N+]([O-])NC1=NCN(Cc2ccco2)CN1Cc1ccco1
    32, 0.0, -3, -0.9, -4, 2, 0, 17, 25, -2, 19
CC(=O)O[C@@H]1CC[C@]2(C)C3CC[C@@]4(C)C(C[C@@H](O)[C@@H]4O)C3[C@@H](OC(C)=O)C[C@H]2C1 (stereo not given in full)
    2, 0.1, 1, 2.2, -6, -6, -5, 3, 4, ., -1
O=C1NC(=O)C(CCc2ccncc2)(c2ccccc2)C(=O)N1
    6, -0.1, -1, -0.1, -4, 6, -1, 18, 25, 2, -2
CC(=O)O[C@H]1CC[C@]2(C)C3CC[C@@]4(C)C(C[C@@H](O)[C@@H]4O)C3[C@@H](OC(C)=O)C[C@H]2C1 (stereo not given in full)
    -5, 0.2, 2, -0.5, -11, -7, ., 11, -8, ., 2
Cc1ccccc1CN1CCCN(Cc2ccc(Cl)cc2)S1(=O)=O
    13, 0.1, -1, 0.1, -17, 0, 0, 12, -2, 0, 34
COC(=O)C1=C(c2ccc(OC)c(OC)c2)C[C@@H]2CC[C@H]1N2C(=O)NCc1ccc(F)cc1
    8, 0.0, 2, 1.0, -6, -2, -4, 12, -1, 0, 2

# (further entries)
SMILES,Peg3 promoter,aDG glyco act,PDI turbidity,hiPSC survival,CaV13 ICDI inh,Vif inh,MITF TRPM1 inh,HIF-2a inh,NR2E3 ag-1,NR2E3 ag-2,Granule exo inh
COC(=O)C1C(C(=O)O)C2(Cl)C(Cl)=C(Cl)C1(Cl)C2(Cl)Cl (stereo not given),12,-0.1,13,1.8,-6,-6,12,7,7,.,9
FC(F)(F)c1ccc2c(c1)ncn2C1CCN(Cc2nnnn2C2CCCCC2)CC1,18,0.3,-3,1.7,.,-10,0,20,6,-1,10
O=C(c1cc(Br)ccc1Cl)N1CCC2(CC1)OCCO2,-15,0.0,2,-0.4,-8,-6,-14,9,13,-4,0
CCCCCCn1c(=O)c(C(=O)Nc2cnccn2)c(O)c2ccccc21,32,3.6,2,-1.1,1,1,73*,14,-16,1,14
C[C@H]1CN([C@@H](C)CO)C(=O)CCCn2nncc2CO[C@@H]1CN(C)C(=O)Oc1ccccc1,-11,0.2,4,2.1,-4,16,.,-16,9,.,0
CCN1CCN(Cc2cc(OC)c3c(c2)OCO3)CC1,15,-0.1,1,-0.9,-20,-5,1,17,7,-3,2
O=c1[nH]c(=O)n(CCc2ccccc2)c(O)c1C=NCc1ccc2c(c1)OCO2,15,-0.2,-2,7.4,-4,-5,3,-5,1,-2,-4
O=C(NCC1=C(c2cccc3ccccc23)C[C@@H]2CC[C@H]1N2Cc1ccco1)c1ccncc1,-17,0.0,-1,-0.4,-3,-2,.,6,-10,.,-3
Cc1cc(C)c(C2=NOC(O)(C(F)(F)F)C2)c(=O)[nH]1 (stereo not given),1,-0.2,-13,3.9,0,.,-5,22,-8,1,14
COc1ccc(C(CC(=O)N2CCC3(CC2)OCCO3)NS(=O)(=O)c2ccc(OC)cc2)cc1 (stereo not given),-2,0.0,-5,-0.4,-1,9,-2,12,-13,1,0
CC(C)CC(=O)Nc1ccc(S(=O)(=O)N2CC3CC(C2)c2cccc(=O)n2C3)cc1 (stereo not given),6,0.4,0,-0.2,-7,-1,-2,9,-6,0,-6
CN(C)c1ccc(/C=C2/C(=O)NC(=O)N(Cc3ccco3)C2=O)cc1,4,-0.1,1,0.1,-4,14,-5,14,-16,4,-1
Cn1c(O)c(C(c2ccccn2)c2c(O)n(C)c(=S)[nH]c2=O)c(=O)[nH]c1=S,1,0.2,3,-0.7,-12,2,-14,-1,-12,0,-6
CC(=O)N1N=C(c2cccnc2)CC1c1ccccc1O (stereo not given),7,0.1,9,4.2,-7,-8,0,17,-37,4,-1
Cc1ccc(Cn2nnnc2CN2CCC(n3nnc4ccccc43)CC2)cc1,17,0.4,7,2.2,-4,-4,17,12,-18,0,-4
COc1ccc(OC)c(NC2=NCCCS2)c1,5,0.1,1,-0.7,-4,-16,0,11,1,-2,0
COc1ccc2c(c1)CC1(CN2C)C(=O)NC(=O)N(c2ccc(F)cc2)C1=O (stereo not given),-2,0.0,10,1.9,-6,2,20,11,-15,-2,6
CC(Cc1ccccc1)[n+]1cc(/N=C(\[O-])Nc2ccccc2)on1 (stereo not given),-12,-0.5,1,-1.1,-3,-2,-12,-29,10,1,2
CC(C)(C)n1nnnc1C(CCc1ccccc1)N1CCC2(CC1)C(=O)NCN2c1ccccc1 (stereo not given),30,-0.2,.,1.4,-6,-6,.,-14,-23,.,3
C[N+](C)(C)CC#CCN1CCCC1=O,-18,-0.1,9,3.1,-5,-9,-2,4,-30,3,1
O=C1NCN(c2ccccc2)C12CCN(C(c1cc3ccccc3o1)c1nnnn1-c1ccc3c(c1)OCCO3)CC2 (stereo not given),24,-0.1,.,6.5,-6,1,.,1,-26,.,-1
